OPRM1-OPRD1 inv – inverse agonist of human OPRM1-OPRD1 heterodimerization; P35372+P41143; cell-based MOR-DOR heterodimer luminescence, inverse agonism; inhibition, % at 9.3 µM; 0.21% of 340,000 active; in the data active means inhibition above about 22%, passing the limit was not always enough;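 further: 0% = cells with DMSO and 100% = wells without cells with DMSO; values of inactives mirror those of a sister screen read the other way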
Mot1-301 SUMO – inhibitors of SUMOylation pathway: yeast Mot1-301 growth rescue; S. cerevisiae Mot1-301 growth rescue, ATP luminescence, 38.5C; percent above DMSO median, 100 means doubled; growth rescue, % at 18.8 µM; 1% of 320,000 active; AID 2716;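 active means every valid replicate shows activation above 250% relative to neutral control wells; inactive means the rest, any valid replicate at or below 250%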;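 further: OY570 slx delta 5 strain wells were the positive control but not used for scaling; some compounds called inactive have numbers as strong as hits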
OPRM1-OPRD1 ag – agonists of human mu-delta opioid receptor heterodimerization. P35372+P41143. cells, OPRM1-OPRD1 heterodimerization, luminescence. activation, % at 9.3 µM. 0.3% of 340,000 active. AID 504326; in the data active means activation above about 18%;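 further: 0% = vehicle-treated cells and 100% = reference agonist; values of inactives mirror those of a sister screen read the other way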
E coli growth – counter-screen for AddAB inhibitors: E. coli growth inhibition; E. coli V3065 growth, OD600 absorbance, 18 h; 0.27% of 330,000 active; inhibition, % at 11.9 µM; AID 449728;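 active means inhibition above the campaign's mean inhibition across all tested compounds plus 3 SD, cut at about 9.9% in these data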;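 further: uninfected addAB+ strain grown without phage in ampicillin broth; 0% = DMSO wells and 100% = ciprofloxacin 0.95 µg/ml wells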
PfHsp90 yeast 2 – growth inhibition of yeast expressing Plasmodium Hsp90; inhibition, % at 9.4 µM; 0.32% of 310,000 active; S. cerevisiae expressing PfHsp90, BacTiter-Glo ATP, 48 h; yeast lacking PDR1 and PDR3 efflux regulators;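 active means every replicate shows inhibition above about 80%, whatever the replicate mean, limit read from the data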;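 further: 0% = DMSO neutral controls and 100% = 20 µM radicicol positive controls; yeast relying on Plasmodium falciparum Hsp90 in place of its own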
PKA-R2B act – activates the human PKA-R2B holoenzyme complex; AID 504700; activation, % at 11.4 µM; P22694+P31323; 0.079% of 340,000 active; PKA-R2B holoenzyme dissociation, Cy5-IP20 fluorescence polarization; R2B truncated from residue 108, S112A mutant; 0% DMSO only, 100% 113 µM cGMP;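 active means activation above a cutoff set at the mean over all compounds plus 3 SD, cut at about 18% in these data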;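 further: higher means more holoenzyme dissociation and a rise in polarization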
Target sequence (P31323 whole entry, looked up, other chains not shown, the tested form may be a part): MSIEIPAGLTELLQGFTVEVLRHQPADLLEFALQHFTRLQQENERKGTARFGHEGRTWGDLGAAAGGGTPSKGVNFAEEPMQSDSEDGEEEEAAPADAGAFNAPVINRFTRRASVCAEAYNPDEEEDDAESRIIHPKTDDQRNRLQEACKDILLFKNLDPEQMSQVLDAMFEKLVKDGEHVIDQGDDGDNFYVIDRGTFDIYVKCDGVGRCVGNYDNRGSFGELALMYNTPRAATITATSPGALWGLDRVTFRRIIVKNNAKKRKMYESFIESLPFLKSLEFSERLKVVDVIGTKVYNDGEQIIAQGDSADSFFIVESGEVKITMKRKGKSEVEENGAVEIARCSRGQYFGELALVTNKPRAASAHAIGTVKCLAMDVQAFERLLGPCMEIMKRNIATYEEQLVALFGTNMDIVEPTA
phage Ecoli inh – E. coli growth loss with phage present; growth absorbance; inhibition, % at 11.9 µM; 0.26% of 360,000 active; in the data active means inhibition above about 11%
PKA-R1A act – activators of PKA-R1A complex; P00514+P68181; PKA-R1A dissociation, Cy5-IP20 fluorescence polarization; scaled: DMSO 0%, 113 µM cGMP 100%; activation, % at 11.4 µM; 0.083% of 340,000 active; AID 504707;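 active means percent activation above the mean of all tested compounds plus 3 SD, cut at about 19% in these data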;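 further: higher means more PKAc released from R1A so a rise in polarization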
Tat export inh – blocks Tat-dependent protein export in E. coli; E. coli MC4100 TorA-mCherry Tat export, fluorescence; inhibition, % at 10 µM; 0.036% of 340,000 active; AID 488895;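 active means mean replicate inhibition at least 50% and at least half of replicates individually reaching 50%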;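 further: exported cargo escapes ClpAP degradation while cytoplasmic cargo is degraded and loses fluorescence; 0% = median of neutral control wells and 100% = median of NaSCN control wells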
AddAB inh – less growth of phage-infected E. coli with AddAB; E. coli expressing H. pylori AddAB, absorbance growth; inhibition, % at 11.9 µM; 0.29% of 330,000 active; AID 435030; in the data active means inhibition above about 12%;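 further: 0% = vehicle wells of infected cells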
HTR5A inv ag – inverse agonist of human HTR5A in OPRM1-OPRD1 counter-screen | P47898 | HTR5A cell line, luminescence, inverse agonism | inhibition, % at 9.3 µM | 0.083% of 340,000 active; in the data active means inhibition mostly above about 23%, no sharp cut-off; inactive means mostly below about 18%;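 further: 0% = cells with DMSO and 100% = no-cell wells with DMSO; some compounds called inactive have numbers as strong as hits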
Target sequence (P47898 whole entry, looked up): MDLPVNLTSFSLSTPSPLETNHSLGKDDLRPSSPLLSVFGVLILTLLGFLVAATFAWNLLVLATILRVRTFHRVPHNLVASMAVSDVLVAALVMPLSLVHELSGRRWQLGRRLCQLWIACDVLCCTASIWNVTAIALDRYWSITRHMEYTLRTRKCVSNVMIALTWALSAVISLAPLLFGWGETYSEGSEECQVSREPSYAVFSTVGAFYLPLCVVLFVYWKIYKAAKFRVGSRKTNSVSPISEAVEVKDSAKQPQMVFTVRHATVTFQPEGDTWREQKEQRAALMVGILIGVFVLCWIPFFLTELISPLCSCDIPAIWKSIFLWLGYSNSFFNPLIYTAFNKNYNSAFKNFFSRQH
An asterisk follows results filed as active; . = no result given.

canonical_smiles,OPRM1-OPRD1 inv,Mot1-301 SUMO,OPRM1-OPRD1 ag,E coli growth,PfHsp90 yeast 2,PKA-R2B act,phage Ecoli inh,PKA-R1A act,Tat export inh,AddAB inh,HTR5A inv ag
Cc1cc(C)nc(NS(=O)(=O)c2ccc(NC(=O)C3CC(=O)N(c4ccccc4)C3)cc2)n1 (stereo unspecified),-6.0,10.4,1.0,0.9,.,-3.7,1.1,1.5,-7.4,-0.9,-7.8
COc1ccc(C(=O)Nc2nnc(S(=O)(=O)N3CCC(C)CC3)s2)cc1OC,10.5,3.9,-2.1,-1.6,11.4,5.3,2.1,0.1,-4.8,3.4,-10.6
CC(C)Oc1ccc(C(=O)N2CCCC2C(=O)O)cc1 (stereo unspecified),6.4,-3.9,-1.1,1.5,-11.7,3.5,0.8,5.5,-4.1,2.2,-9.0
CCOC(=O)CSc1ccc(C(=O)N2CCN(C)CC2)cc1[N+](=O)[O-],17.0,-13.7,-3.6,0.1,2.1,-0.9,0.8,-24.3,-2.1,3.1,-3.0
CCOC(=O)N1CCN(CC(=O)c2ccc(O)c(C)c2O)CC1,14.4,-1.2,-2.8,1.0,41.8,2.6,1.6,-9.0,4.9,1.6,-6.1
CCOc1ccc(-c2[nH]ncc2-c2ccc(OC)c(OC)c2)c(O)c1,-9.3,17.4,1.8,2.3,-14.7,1.2,1.5,-0.5,-3.1,3.6,-2.9
C1CCC(c2nn3c(-c4n[nH]c5c4CCC5)nnc3s2)CC1,1.4,6.4,-0.3,2.9,-12.4,11.5,4.4,-5.6,3.1,4.2,-3.5
S=c1nc(SCc2ccccc2)[nH]c2ccccc12,10.8,2.1,-1.9,1.3,-3.2,-0.7,0.9,-0.8,-8.3,3.9,3.1
CCN(CC)C(=O)c1sc(N)c(C(=O)OC(C)C)c1C,18.6,4.4,-3.1,-2.0,-9.1,-4.8,-0.5,-1.6,1.9,3.1,6.9
COc1ccc(NC2=NC(=S)N(c3ccc(C)cc3)C23CCCCC3)cc1,8.7,7.5,-1.4,-1.6,-79.5,-9.4,2.0,-0.9,-10.8,1.3,5.6
CCCNC(=O)c1ccc(N2CCC3(CC2)CC(c2cccc(Br)c2)=NO3)c([N+](=O)[O-])c1,-1.4,-16.6,0.2,-0.1,5.9,-11.2,4.6,-5.2,7.4,4.7,6.3
COc1ccc(OC(=O)Nc2ccccc2)cc1,2.7,24.8,-0.5,4.7,-18.8,4.1,2.0,7.2,1.5,3.7,-8.1
CN1CCN(S(=O)(=O)c2cccc(C(=O)N(c3ccccn3)C3CCCCC3)c2)CC1,14.2,353.3,-2.5,-0.9,9.0,1.9,1.2,-2.7,6.4,-0.9,12.7
NC(=O)CC(NC(=O)c1ccccc1)c1ccc(N2CCN(c3ccccc3)CC2)c([N+](=O)[O-])c1 (stereo unspecified),4.0,-19.2,-0.7,0.0,4.5,-12.8,1.6,3.3,0.3,2.9,-8.9
COC(=O)c1ccc(C(C2C(=O)CC(C)(C)CC2=O)C2C(=O)CC(C)(C)CC2=O)cc1,-2.9,21.6,0.5,0.3,-1.6,7.1,2.7,-11.1,9.1,-1.1,-38.7
C/C(CC(=O)NCc1ccco1)=N\NC(=O)Cc1ccccc1,6.8,-3.2,-1.2,-2.8,-42.6,0.1,1.4,-15.5,-0.6,5.0,28.0
C=CCN(CC(=O)c1sc(C(=O)OCC)nc1C)c1cccc(Br)c1,9.5,7.8,-1.7,-1.3,.,6.7,2.5,-3.0,-0.8,0.6,-29.8
Cc1noc(C)c1CSCC(=O)N1CCN(c2ccc(F)cc2)CC1,7.1,-8.3,-1.3,0.2,15.6,-15.4,1.1,-4.4,0.8,0.0,9.9
O=C(NC1=NCCS1)c1sc2ccccc2c1Cl,6.7,32.5,-1.2,1.4,30.1,-0.7,3.4,0.7,2.5,1.4,10.4
NC(=O)c1ccc(NC(=O)Cn2c(=O)n(-c3ccccc3)c(=O)c3oc4ccccc4c32)cc1,9.4,.,-1.8,0.2,13.2,-5.1,-3.1,1.8,9.9,3.7,5.8
O=C(NCCCN1CCc2ccccc2C1)Nc1ccc(Br)cc1,-11.1,0.3,1.8,1.6,17.1,5.0,4.9,0.6,1.1,2.5,-5.5
Cc1ccc(S(=O)(=O)c2nnn3c2nc(NCCCN2CCCC2=O)c2ccccc23)cc1C,3.5,22.8,-0.7,-0.6,-40.4,-3.7,0.5,-8.0,4.0,2.7,-5.1
Cc1ccc(C)c2[nH]c(=O)c(CN(CCN3CCCC3)C(=O)Nc3ccc(F)cc3)cc12,12.2,1.3,-2.3,0.4,26.0,7.2,0.6,-11.6,-2.1,-1.1,12.2
COc1ccc(C(=O)NC(C)c2nc3ccccc3[nH]2)cc1OC (stereo unspecified),10.5,.,-1.9,.,18.9,1.8,3.4,1.9,0.9,.,11.5
COc1cc(OC)cc(C(=O)NCCCn2ccnc2)c1,16.7,0.9,-3.3,0.7,-12.7,-8.6,1.9,-3.3,-0.3,1.1,-35.4
CN(CCO)S(=O)(=O)c1ccc2c(c1)C(=NN)c1cc(S(=O)(=O)N(C)CCO)ccc1-2,7.4,11.4,-1.6,0.7,3.0,-6.1,-2.0,2.8,7.7,-0.4,14.6
COc1ccccc1-c1sc2ccccc2c1-c1ccc(O)cc1,-2.5,95.6,0.5,0.0,114.3*,1.9,2.5,-7.6,0.3,3.0,2.8
CCn1c(COc2ccccc2C)nnc1SCC(=O)NCc1ccccc1,-10.0,-0.8,1.9,-0.7,-5.9,12.5,2.2,8.8,6.0,0.5,24.6
Cc1cc(C)n(S(=O)(=O)/C=C/c2ccccc2)n1,18.7,32.4,-3.7,-1.8,-8.1,-9.5,0.6,-2.1,-4.0,0.8,13.0
O=C(Nc1ccc(F)cc1)C1CCN(S(=O)(=O)c2cccs2)CC1,7.9,8.0,-1.5,-2.2,26.8,12.6,3.5,-7.4,-2.2,-0.2,3.6
COC(=O)c1sc(N2C(=O)C(O)=C(C(=O)c3ccc(C)o3)C2c2cc(OC)ccc2OC)nc1C (stereo unspecified),-4.6,-9.1,0.8,2.1,14.2,4.7,1.7,9.5,-9.2,-0.1,-1.9
Cc1cc(C)c2c(SC(C)C)nc(N)nc2n1,-4.0,-13.3,0.8,-0.3,6.7,-0.3,-1.2,-6.1,-7.8,-0.7,7.2
CCC(C)Sc1nc2c([nH]c3ccccc32)c(=O)n1C (stereo unspecified),5.0,-22.1,-1.0,-2.6,0.2,-3.8,0.7,-4.3,2.4,0.6,-4.0
CCc1ccc(NC(=S)N(CCN2CCOCC2)Cc2ccccc2F)cc1,-1.1,8.8,0.2,-1.5,.,-13.9,2.5,-11.5,19.2,0.6,-4.5
Cc1c(C(=O)OCC(=O)Nc2c(C)n(C)n(-c3ccccc3)c2=O)oc2ccccc12,19.1,15.5,-3.8,-2.4,-24.4,-2.7,3.7,-12.2,-1.5,4.8,22.6
COc1cccc(OC)c1/C(O)=C(\C#N)c1nc2ccccc2[nH]1,-9.2,-14.3,1.5,1.2,12.8,-4.7,-0.6,1.0,-10.8,1.1,2.4
O=[N+]([O-])c1cc(-c2n[nH]c(-c3ccccc3)n2)cc([N+](=O)[O-])c1,-56.8,81.6,9.9,-1.1,3.8,-6.3,3.3,-12.5,-15.8,0.3,12.3
COC(=O)C(=Cc1ccc(OCc2ccc([N+](=O)[O-])cc2)c(OC)c1)C(=O)OC,-12.0,-14.4,2.1,2.4,-8.8,-9.1,0.7,-8.5,-1.0,1.0,-4.8
CC(=O)C1=C(O)C(=O)N(CCC(=O)O)C1c1ccccc1[N+](=O)[O-] (stereo unspecified),15.1,-1.2,-2.6,-1.5,-3.6,-1.1,5.3,-9.1,-5.4,-1.6,-8.7
Cc1nc2ccc(N3C(=O)CCC3=O)cc2[nH]1,17.1,-1.8,-3.5,-0.8,14.3,-14.6,2.1,-7.4,-7.1,-2.1,1.5
O=C(N=Nc1c(O)[nH]c2ccc([N+](=O)[O-])cc12)c1ccccc1Cl,12.3,-23.8,-2.4,-1.8,-41.8,-2.0,0.8,-2.7,5.0,-1.2,-5.6
COC(=O)c1ccc(OCC(O)CN2C(=O)NC(C)(C)C2=O)cc1 (stereo unspecified),16.8,.,-3.4,.,-5.0,-1.2,1.8,-10.4,-10.2,.,16.1
CCOC(=O)NC(=O)CSc1nc2ccc(OCC)cc2[nH]1,5.0,-7.3,-0.9,-1.4,4.4,7.6,0.0,-8.0,-1.0,-3.2,-12.8
COc1cc(CC(=O)OCC(=O)NC2CCCCC2)cc(OC)c1OC,10.5,30.0,-2.2,-0.2,-4.6,4.6,-0.7,-10.9,1.7,1.0,-7.1
CCCN1Cc2cccc(C(=O)Nc3ccc(CN4CCCC4)cc3)c2C1=O,6.7,6.0,-1.3,3.1,13.8,-8.1,5.5,1.1,6.4,3.2,11.7
O=C(CCCc1ccccc1)Nc1ccc(Br)cc1F,-34.0,-12.6,6.8,0.0,5.9,-3.3,.,-4.6,0.9,1.0,-2.7
Cc1ccc(C2c3sc(=O)[nH]c3SC3C(=O)NC(=O)C32)cc1 (stereo unspecified),19.8,-35.5,-3.3,0.2,-3.2,-10.7,1.1,-6.5,-5.2,-1.3,2.2
CNC(=O)NC(=O)CSc1nc(-c2cccs2)c(C#N)c(=O)[nH]1,2.4,.,-0.4,.,-7.0,-2.0,5.2,8.9,-3.6,.,-1.2
CN(c1ccccc1)S(=O)(=O)c1ccc(C(=O)Nc2ncccc2O)cc1,14.3,-2.3,-2.9,1.8,3.2,0.8,1.0,-6.5,-4.7,-0.8,1.1

Profiles, looked up by structure. Values in the order: OPRM1-OPRD1 inv | Mot1-301 SUMO | OPRM1-OPRD1 ag | E coli growth | PfHsp90 yeast 2 | PKA-R2B act | phage Ecoli inh | PKA-R1A act | Tat export inh | AddAB inh | HTR5A inv ag
Cc1c(C(=O)OCC(=O)Nc2c(C)n(C)n(-c3ccccc3)c2=O)oc2ccccc12 is entered as 19.1 | 15.5 | -3.8 | -2.4 | -24.4 | -2.7 | 3.7 | -12.2 | -1.5 | 4.8 | 22.6
O=C(CCCc1ccccc1)Nc1ccc(Br)cc1F is entered as -34.0 | -12.6 | 6.8 | 0.0 | 5.9 | -3.3 | . | -4.6 | 0.9 | 1.0 | -2.7
CCc1ccc(NC(=S)N(CCN2CCOCC2)Cc2ccccc2F)cc1 is entered as -1.1 | 8.8 | 0.2 | -1.5 | . | -13.9 | 2.5 | -11.5 | 19.2 | 0.6 | -4.5
CCOc1ccc(-c2[nH]ncc2-c2ccc(OC)c(OC)c2)c(O)c1 is entered as -9.3 | 17.4 | 1.8 | 2.3 | -14.7 | 1.2 | 1.5 | -0.5 | -3.1 | 3.6 | -2.9
COC(=O)c1ccc(OCC(O)CN2C(=O)NC(C)(C)C2=O)cc1 (stereo unspecified) is entered as 16.8 | . | -3.4 | . | -5.0 | -1.2 | 1.8 | -10.4 | -10.2 | . | 16.1
